Assay outcomes from PubChem.
aSyn tox rescue: qHTS of alpha-syn Inhibitors: NCGC Sytravon Library Screen; S. cerevisiae alpha-synuclein toxicity rescue, BacTiter-Glo growth, 24 h; Potency, µM (titrated, usually from 46.1 µM), inactives show at the top dose growth rescue (activation), actives largely listed as activators; actives 0.02% (n = 94,000); active = well fitted activation curve with a large enough effect; note: 0% is about no effect
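Growth restoration measured by BacTiter-Glo luminescence after 24 hr at 30 deg C; alpha-synuclein yeast, raffinose-pregrown to mid-log, were added at OD600=0.02 in galactose medium onto pinned compounds.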
* hit, by the source's call; [ ] = dose if it differs, or a comment. Potency is the fitted concentration of half-maximal effect. This is a subset; the hit share may differ from the screen's.

SMILES | aSyn tox rescue
CCOc1ccc(Oc2nc(NCC(C)C)nc(NC(C)(C)C)n2)nn1 | 8%
O=C1[C@@H]2CSC(c3ccc(Cl)cc3)N2C(=O)N1c1ccccc1 (stereo not given in full) | -1%
Cc1ccccc1NC(=O)CCNS(=O)(=O)c1cccc2nsnc12 | -5%
COc1ccc(CCN2C(=O)CN(C3CCC(C)CC3)C(=O)C2c2ccc(OC(C)C)c(OC)c2)cc1OC (stereo not given) | 4%
CCOC(=O)c1[nH]c(C)c(C(=O)OCC(=O)N2CC(=O)Nc3ccccc32)c1C | 2%
COc1ccc2cc3cc(C(=O)NCc4ccccc4OC)oc3nc2c1 | -5%
CCOC(=O)CCn1cnc2onc(-c3ccccc3Cl)c2c1=O | -5%
COc1ccc(C(=O)COC(=O)CCS(=O)(=O)c2ccc(C)cc2)c(OC)c1 | 1%
O=C(CCCn1c(=O)[nH]c2ccccc2c1=O)NCCSCc1ccccc1 | -4%
Cc1cc2nc(-c3ccc(OCc4ccccc4Cl)cc3)cc(C(F)(F)F)n2n1 | 8%
CCN1CCN(Cc2ccc(NC(=O)c3cc(NC(=O)c4ccno4)cc(OC)c3)cc2C(F)(F)F)CC1 | 4%
Fc1ccc(-n2ncc3c(N4CCC(Cc5ccccc5)CC4)ncnc32)cc1 | 7%
O=C(/C=C/c1cccs1)N1CCN(c2ccc(O)cc2)CC1 | 4%
CCOc1ccccc1CNC(=O)c1cccc(NC(=O)c2nsc3ccccc23)c1 | 4%
O=C(NNc1cc(C(F)(F)F)nc2ccccc12)Nc1cccc(Cl)c1 | 7%
Cc1ccccc1NCc1nc2ccccc2n1CCOc1ccccc1 | 18%
O=C1CC(=O)Nc2cc(S(=O)(=O)Nc3cccc(Br)c3)ccc2N1 | -6%
O=C1C(Cl)=C(Nc2ccc3cn[nH]c3c2)C(=O)c2ccccc21 | -77%[inhibitor]
COc1ccc(CNC(=O)CCNC(=O)C2CCN(S(=O)(=O)c3ccc(OC)cc3)CC2)cc1 | -13%
CCOCC(=O)Nc1cc([N+](=O)[O-])ccc1C | -11%
COc1cc(C(=O)Nc2cc(C(F)(F)F)ccc2N2CCOCC2)ccc1OCC(=O)N1CCOCC1 | 5%
Cn1c(SCC(=O)N2CC(=O)Nc3ccccc32)nnc1C(F)(F)F | 7%
CNc1cc(CSc2ccc(Cl)cc2)nc(C)n1 | -2%
CN1C(=O)CC(N2CCC(c3nc4ccccc4[nH]3)CC2)C1=O (stereo not given) | -1%
COc1ccc(OC)c(C2Nc3c(C)cc(C)cc3-c3cc(C)nn32)c1 (stereo not given) | 8%

Continuation.
SMILES | aSyn tox rescue
CC(C)CC(=O)NCC1(N(C)C)CCCCC1 | -3%
COc1cccc(-n2c(SCC(=O)NC3CC3)nc3ccccc3c2=O)c1 | -1%
CC1CCN(S(=O)(=O)CCNC(=O)c2ccc(F)cc2)CC1 | -5%
N#Cc1ccc(OCC(=O)Nc2cc(S(=O)(=O)N3CCCCC3)ccc2N2CCCCC2)cc1 | 5%
COc1ccc(OC)c(NC(=O)CSC2=Nc3ccccc3C3=NC(CCC(=O)NCc4ccco4)C(=O)N23)c1 (stereo not given) | 5%
COc1cccc(-n2c(-c3ccc(Cl)cc3)cc3c2CC(C)(C)CC3=O)c1 | -2%
COc1ccccc1NC(=O)Cn1nc(C)n2cccc2c1=O | -7%
O=c1nc(SCc2cccc(C(F)(F)F)c2)nc2ccccn12 | -5%
CCC(=O)N1CCc2cc(Br)cc(S(=O)(=O)CCC(=O)NCCc3ccccc3)c21 | 2%
NC(=O)c1cc(-c2csc(NCCc3ccccc3)n2)ccc1O | -11%
CC(C)Oc1ccc(CNS(=O)(=O)c2ccc3c(c2)C(C)(C)C(=O)N3C)cc1 | 8%
CC(Oc1ccccc1Cl)C(=O)N1CCOCC1 (stereo not given) | -7%
Cc1ccnc(Nc2nc3ccccc3o2)n1 | 5%
C[C@H]1CN([C@@H](C)CO)C(=O)CCCn2nncc2CO[C@H]1CN(C)S(=O)(=O)c1ccc(Oc2ccccc2)cc1 | 8%
COc1ccccc1NC(=O)c1c(NCc2ccc(C)o2)sc2c1CCC(C)C2 (stereo not given) | 23%
Cc1ccn2cc(CCNC(=O)C3CCCCC3)nc2c1 | 4%
CCCOc1ccc(/C=N/NC(=O)CN(c2ccc(OCC)cc2)S(C)(=O)=O)cc1 | -4%
CCN(CC)CCn1c2c(c(SCC(=O)Nc3cccc(C(F)(F)F)c3)nc1=O)CCC2 | -8%
NC(=O)N1CCC2(CC1)NC(=O)N(c1ccccc1)N2 | -2%
COc1ccc(C2=NS(=O)(=O)N(C)C(C(=O)N(C)Cc3ccccc3)=C2)cc1OC | 7%
COc1ccc(CNC(=O)c2cc(-c3ccc(OC)cc3)nc3n[nH]c(-c4cccc([N+](=O)[O-])c4)c23)cc1 | 1%
CCSc1nnc(NC(=O)NC2CCCCC2)s1 | 5%
COc1ccccc1NC(=O)CSc1nncn2c1cc1sccc12 | 0%
COc1ccc(-c2cc(C(F)(F)F)c(C#N)c(SCC(=O)Nc3cccc(C)c3)n2)cc1 | 3%
COCc1ccc(C(=O)N2CCc3c([nH]c4ccccc34)C2c2ccccn2)s1 (stereo not given) | 7%

Remaining list, next part.
SMILES | aSyn tox rescue
COC(=O)Cn1c(SCCOc2ccccc2OC)nc2ccccc21 | -3%
Cc1cc(=O)n(Cc2ccccc2Cl)c2c1c(C)nn2-c1ccccc1 | 5%
COc1ccccc1C(=O)NCCc1csc(-c2ccc(C(F)(F)F)cc2)n1 | -19%
NNC(=O)c1cccnc1Oc1ccccc1 | -5%
COc1ccc(OCC(=O)Nc2ccc(O)c(-c3nc4ccccc4s3)c2)cc1 | -8%
CCC(C)(C#CCN1CCCCC1)OC(C)=O (stereo not given) | -1%
N#CCSc1nnc(SCC#N)s1 | 7%
CC(=O)c1ccc(S(=O)(=O)N(CC(=O)NC2CC2)Cc2ccc(F)cc2)cc1 | 1%
COc1ccc(-c2cc(C)nc3c(-c4ccc(OC)c(OC)c4)c(C)nn23)cc1 | -4%
O=c1[nH]c(=S)[nH]c2c1C(c1ccc(Br)cc1)c1c([nH]c(=S)[nH]c1=O)O2 | -44%[inhibitor]
CCOC(=O)c1c(C)oc2nc(C)nc(NCC3CCN(Cc4cccc(Cl)c4)CC3)c12 | 0%
Nn1c(SCc2cc([N+](=O)[O-])cc3c2OCOC3)nnc1-c1cccnc1 | 3%
CC(OC(=O)C1CSC2(c3ccc(F)cc3)CCC(=O)N12)C(=O)NC(N)=O (stereo not given) | 4%
CCOc1ccccc1NC(=O)N1CCN(Cc2cc(=O)n3nc(-c4ccc(C)cc4)sc3n2)CC1 | 1%
CCOC(=O)c1cc(CC)sc1NC(=O)COC(=O)c1ccccn1 | -9%
Brc1ccc(-c2ccc(CNCCSc3nnnn3-c3ccccc3)o2)cc1 | -24%
CCOc1ccc(NC(=O)c2cnn3c2NC(C)=C(C(=O)Nc2ccc(Cl)cc2)C3c2ccc(OC)c(OC)c2)cc1 (stereo not given) | 6%
COc1cc(CN2CCC(C(=O)NC(C)(C)C)CC2)ccc1OCc1ccccc1 | 0%
O=C(CN1CCOCC1)n1c2c(c3ccccc31)CCCC2 | -3%
CCn1c(C2CC(=O)N(Cc3ccccc3)C2)nc2ccccc21 (stereo not given) | -7%
COC(=O)c1cc(Sc2c(Cl)cccc2Cl)ccn1 | -3%
Cc1ccc(N2C(=O)c3n[nH]c(C)c3C2c2ccc(C(C)C)cc2)cc1 (stereo not given) | -1%
COc1ccc(C(=O)NCC(c2ccc3c(c2)OCO3)N2CCN(C)CC2)cc1 (stereo not given) | 5%
COc1ccc(C(=O)/C=C/c2cn(CC(O)CN3CCc4ccccc43)c3ccccc23)cc1OC (stereo not given) | 12%
CC(=O)c1c(O)c(C)c(O)c2c1OC1=CC(=O)/C(=C(/C)N)C(=O)C12C (stereo not given) | -3%

Random excerpt: 2 entries already listed, in no set order.
SMILES | aSyn tox rescue
CCC(C)(C#CCN1CCCCC1)OC(C)=O (stereo not given) | -1%
O=C(CCCn1c(=O)[nH]c2ccccc2c1=O)NCCSCc1ccccc1 | -4%

More results.
SMILES | aSyn tox rescue
CCOC(=O)c1ccccc1NC(=O)n1ncc2cc(Cl)ccc21 | 2%
Cc1cccc(C)c1NC(=O)c1ccc2c(c1)N(Cc1cccc(Cl)c1)C(=O)c1ccccc1S2=O (stereo not given) | 2%
CC1CCCCN1S(=O)(=O)c1ccc2[nH]c(=O)cc(C(=O)NCCc3ccc(Cl)cc3)c2c1 (stereo not given) | -5%
O=C(Nc1ncc(Cc2ccc(F)cc2)s1)c1ccc2c(c1)CC(c1ccccc1)OC2=O (stereo not given) | 1%
COc1ccc2c(c1)CCc1c(C(=O)Nc3cc(OC)c(Cl)cc3OC)noc1-2 | 2%
CCOc1ccc(NC2c3ccccc3C(=O)N2Cc2ccco2)cc1 (stereo not given) | -2%
COc1ccc2c(c1)CCc1c(C(=O)Nc3c(C)nn(Cc4ccc(Cl)cc4)c3C)noc1-2 | 1%
CCOc1cccc(C2c3[nH]c4ccccc4c3CCN2C(=O)c2ccccc2F)c1 (stereo not given) | -3%
COCCN(C(=O)COC(=O)CCOc1cccc(C)c1)c1c(N)n(Cc2ccccc2)c(=O)[nH]c1=O | -8%
Cc1onc(-c2c(Cl)cccc2Cl)c1C(=O)Nc1nccs1 | 5%
CCc1ccc(-n2nnc(-c3nc(-c4ccccc4)no3)c2C)cc1 | -7%
O=C(/C=C/c1ccc(Cl)c(Cl)c1)NC1=NCCS1 | 6%
Cc1cccc(C)c1NC(=O)c1oc2c(c1C)-c1nn(Cc3ccccc3)cc1CC2 | -26%
CCOC(=O)C(=O)Nc1ccc(S(=O)(=O)Nc2nccc(C)n2)cc1 | 8%
O=C(OCc1cn([C@@H]2C[C@H](c3ccc(Cl)cc3)N(Cc3cccs3)C[C@H]2O)nn1)c1ccccc1 | -4%
CCC(Sc1nc2cc3c(cc2c(=O)n1CCCC(=O)NCc1ccc(OC)cc1)OCO3)C(=O)NCCCOC (stereo not given) | 2%
COC(=O)c1ccc([C@H]2Nc3ccc(S(=O)(=O)Nc4cccc(C)c4)cc3[C@H]3C=CC[C@H]32)cc1 | 8%
CC(NC(=O)COc1cccnc1[N+](=O)[O-])c1ccc(Cl)cc1 (stereo not given) | 13%
C[C@@H]1CCCCO[C@@H](CN(C)Cc2ccncc2)[C@@H](C)CN([C@H](C)CO)C(=O)c2cc(NC(=O)c3ccccc3)ccc2O1 | -7%
COc1cccc(NC(=O)C(=O)NCC2CCCN2S(=O)(=O)c2ccccc2)c1 (stereo not given) | -4%
CSc1ccccc1NC(=O)CN(C)Cc1ccc(Br)cc1 | 0%
CCOc1ccc2c(c1)c(=O)c(S(=O)(=O)c1ccc(Cl)cc1)cn2Cc1ccccc1C | -5%
CCC(OC(=O)c1ccco1)C(=O)NCc1ccc(OC)cc1 (stereo not given) | 13%
COCCN1Cc2cccc(C(=O)NCc3ccccn3)c2C1=O | 2%
CCn1c(CN2CCOCC2)nc2cc(NC(=O)c3ccccc3[N+](=O)[O-])ccc21 | -7%

Reformatted with each value named: part of the list above
COCCN(C(=O)COC(=O)CCOc1cccc(C)c1)c1c(N)n(Cc2ccccc2)c(=O)[nH]c1=O
  aSyn tox rescue = -8%

Cc1onc(-c2c(Cl)cccc2Cl)c1C(=O)Nc1nccs1
  aSyn tox rescue = 5%

CCc1ccc(-n2nnc(-c3nc(-c4ccccc4)no3)c2C)cc1
  aSyn tox rescue = -7%

Going on with the list:
SMILES | aSyn tox rescue
CCN(C(=O)c1cnc2ccc(C)cn2c1=O)c1ccccc1 | -2%
Cc1cc(C)cc(NS(=O)(=O)c2ccc3c(c2)CCCN3C(=O)C2CCC2)c1 | 23%
CC(=O)c1cccc(Nc2cc(C)nc3nc(Cc4ccccc4)nn23)c1 | 1%
CC1(C)N=C(N)N=C(N)N1c1ccc(Oc2ccc(Cl)cc2)c(Cl)c1 | 2%
COc1ccccc1NC(=O)C1(C)Cc2ccccc2C(=O)O1 (stereo not given) | 4%
Cc1ccc(SCC(=O)Nc2ccc(F)cc2[N+](=O)[O-])cc1C | 2%
S=C1NCN(C2CCCCC2)CN1Cc1ccccc1 | -1%
CCOC(=O)c1cc2c(=O)n3ccccc3nc2n(CC2CCCO2)c1=NC(=O)c1ccccc1OCC (stereo not given) | 0%
CCOC(=O)c1ccccc1NC(=O)Cn1ncc2c1-c1ccccc1OC2 | 2%
COc1ccc(/C=C/c2nc(C#N)c(N3CCN(c4ccccc4)CC3)o2)cc1OC | -8%
Cc1c(C(=O)NCc2ccccc2CN2CCCC2)oc2ccccc12 | -9%
COc1cccc(C(=O)c2sc(Nc3ccc(F)c(Cl)c3)nc2N)c1 | -8%
O=C(CSc1nnc(-c2ccc(S(=O)(=O)N3CCCC3)cc2)o1)NCC1CCCO1 (stereo not given) | -2%

Another view of 4 compounds above:
CCOC(=O)c1c(C)oc2nc(C)nc(NCC3CCN(Cc4cccc(Cl)c4)CC3)c12
  aSyn tox rescue: 0%

Nn1c(SCc2cc([N+](=O)[O-])cc3c2OCOC3)nnc1-c1cccnc1
  aSyn tox rescue: 3%

CC(=O)c1ccc(S(=O)(=O)N(CC(=O)NC2CC2)Cc2ccc(F)cc2)cc1
  aSyn tox rescue: 1%

C[C@H]1CN([C@@H](C)CO)C(=O)CCCn2nncc2CO[C@H]1CN(C)S(=O)(=O)c1ccc(Oc2ccccc2)cc1
  aSyn tox rescue: 8%

Single entries from the entries so far.
Cc1ccc(SCC(=O)Nc2ccc(F)cc2[N+](=O)[O-])cc1C | aSyn tox rescue = 2%
COc1ccc(/C=C/c2nc(C#N)c(N3CCN(c4ccccc4)CC3)o2)cc1OC | aSyn tox rescue = -8%
CC1(C)N=C(N)N=C(N)N1c1ccc(Oc2ccc(Cl)cc2)c(Cl)c1 | aSyn tox rescue = 2%
COc1ccccc1NC(=O)C1(C)Cc2ccccc2C(=O)O1 (stereo not given) | aSyn tox rescue = 4%
